# ELG1 genotoxic: qHTS screen for small molecules that induce genotoxicity in human embryonic kidney (HEK293T) cells expressing luciferase-tagged ELG1; Potency, µM (top dose mostly 46 µM), for inactives: at the top dose activity change, positive = activation, usual class: activators; AID 504466, 2011; HEK293T ELG1-luciferase reporter, luminescence, 16 h; 1.3% of 330,000 active; also: % of control where 0% means no effect; nearly all actives have a fitted effect of over 60% in size
#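 ELG1-luciferase HEK293T cells, 2,000/well; compound pinned in; 16 hr, 37 °C, 5% CO2; ONE-Glo, 30 min RT; luminescence on CCD imager.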
# p53 reactivator: qHTS assay for re-activators of p53 using a Luc reporter. AID 504706, 2011. H1299 p53-A138V BP100-luciferase reporter, luminescence, 24 h. Potency, µM (top dose mostly 92.2 µM), for the others: at the top dose activity change, positive = activation, usual class: activators. 0.063% of 320,000 active; also: % of control where 0% means no effect; nearly all actives have a fitted effect of over 45% in size
#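 p53-null H1299 cells stably carrying temperature-sensitive p53-A138V and a BP100-luciferase reporter were pinned with compounds (4-point, 1:5 series) and held 24 hrs at 37 deg C. Luminescence was read 10 min after detection reagent.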
# BRCA1 expr up: qHTS Assay to Identify Small Molecule Activators of BRCA1 Expression; MCF7-BRCA1-FFLuc reporter, luminescence, 48 h; response scale: scaled: vehicle 0%, 10 µM genistein 100%; 1.1% of 380,000 active; AID 624202, 2012; Potency, µM (top dose mostly 46.1 µM), for inactives: top-dose activation, usual class: activators; also: nearly all actives have a fitted effect of over 80% in size; some results filed as inactive show a strong effect at the top dose
#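 MCF7 cells carrying a BRCA1-firefly luciferase reporter (2000 cells/well, phenol-red free MEM) were attached for 2 h at 37 °C, then given compounds for 48 h. Luminescence was read 15 min after luciferase reagent; activity normalized to genistein (10 microM) and DMSO.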
# uPA generation: qHTS for Inhibitors of Cell Surface uPA Generation | cell surface uPA generation assay, qHTS | 0.31% of 330,000 active | Potency, µM (highest dose often 38.3 µM), for the others: top-dose activity change, negative = inhibition, most hits filed as inhibitors; active = well fitted inhibition curve with a large enough effect; inconclusive = small, poorly fitted or top-dose-only effect; inactive = no such curve, though single readings can be large or run the other way; tested in mouse RAW 264.7 cells; also: % is scaled to controls: 0 for no effect and ±100 for the full control effect; nearly all actives have a fitted effect of over 55% in size
# * marks the source's active call; other numbers are inactive results; ? = inconclusive; [ ] = remark or other dose. Unless noted, calls follow the shape of the dose curve; as a rule, active = well fitted activation curve with a large enough effect; inconclusive = small, poorly fitted or top-dose-only effect; inactive = no such curve, though single readings can be large or run the other way. Potency is read from the fitted curve at half-maximal effect. An excerpt, so the mix of outcomes need not match the whole.
SMILES,ELG1 genotoxic,p53 reactivator,BRCA1 expr up,uPA generation
O=C(Cc1ccc([N+](=O)[O-])cc1)Nc1cccc(C(=O)N2CCCCC2)c1,-3%,0%,-29%,7%
C=CC[C@@H](Cc1ccc(F)cc1)C(=O)OC[C@@H]1CCCN1C(=O)[C@H](CC=C)CC(=O)N[C@H](CO)Cc1ccccc1,-3%,3%,-56%,-20%
O=C(Nc1ccc(Cl)c(S(=O)(=O)N2CCOCC2)c1)C1=NN(c2ccccc2)C(=O)CC1,-2%,-5%,-20%,-9%
CC(C)[C@H](NC(=O)c1ccccc1Cl)C(=O)Nc1ccc(S(=O)(=O)Nc2nccs2)cc1,1%,-2%,1%,5%
COc1ccc(NC(=O)Cc2cccs2)cc1S(=O)(=O)N1CCCCC1,-2%,-10%,-36%,1%
O=C(C[C@@H]1C/C=C\C[C@H](Cc2ccc(F)cc2)C(=O)OC[C@@H](c2ccccc2)NC1=O)NCCO,2%,0%,0%,-8%
CC(C)(C)[C@H]1COC(=O)CC/C=C\C[C@@H](CC(=O)N[C@H](CO)Cc2ccccc2)C(=O)N1,2%,0%,8%,1%
CCOc1ccccc1N1CCN(C(=O)c2ccc3nc(N)sc3c2)CC1,0%,0%,-78%[inhibitor],-6%
CCCCC[C@@H]1C=C(C(=O)O)[C@H](c2ccc3c(c2)OCO3)N1S(=O)(=O)c1ccc(C)cc1,0%,-8%,-2%,-15%
COC(=O)c1ccc(CSC2=NC[C@@H]3[C@@H]4C(=O)N(Cc5ccccc5)C(=O)[C@@H]4[C@](Cc4ccccc4)(C(=O)OC)N23)cc1,-4%,0%,0%,14%
Cc1nc(SCC(=O)NCC2CCCO2)c2c(C)c(C)sc2n1 (configuration not stated),-1%,-9%,-16%,5%
O=C(COC(=O)CCC(=O)c1ccc(F)cc1)NCc1ccc(Cl)cc1,-1%,-1%,48%,3%
CC(C)(C)OC(=O)C[C@@H]1C/C=C\C[C@H](CC(=O)N[C@H](CO)Cc2ccccc2)C(=O)N[C@@H](Cc2ccccc2)COC1=O,-7%,2%,0%,7%
COc1ccc(-c2noc(CCC(=O)N3CCN(c4cccc(C)c4)CC3)n2)cc1,-5%,-6%,12%,5%
Cc1cc(C(=O)NC2CCC(O)CC2)c(C)o1 (configuration not stated),2%,-3%,9%,2%
COc1ccc(NC(=O)COC(=O)c2cc(S(=O)(=O)N3CCCC3)ccc2O)cc1,-1%,-2%,2%,1%
CS(=O)(=O)c1cccc(C(=O)OCCCC(=O)c2ccccc2)c1,0%,5%,3%,-1%
COc1ccccc1CNC(=O)COC(=O)c1cc(=O)c2ccccc2o1,0%,-6%,8%,-3%
CC[C@]12c3[nH]c4ccccc4c3CCN1C(=O)C(CC(=O)NCCCn1ccnc1)C[C@@H]2C(=O)N1CCN(C(=O)C2CC2)CC1 (some centres not stated),2%,-1%,14%,14%
CCCN1C(=O)C(=O)c2cc(C)ccc21,18%,17%,-18%,3.2µM*
CCc1nnc(NC(=O)c2oc3ccccc3c2COC(C)C)s1,3%,-7%,-36%,0%
O=C(CN1C(=O)c2ccccc2S1(=O)=O)NCCc1ccc(F)cc1,2%,7%,-13%,14%
Cc1ccc(S(=O)(=O)NCC(=O)OCC(=O)N2CC(=O)Nc3ccccc32)cc1,0%,0%,-3%,0%
CCC/C(C#Cc1cc(OC)cc(OC)c1)=C1/c2ccccc2C(=O)N1c1ccccc1,0%,0%,0%,3%
COCC(=O)N(C)C[C@H]1N[C@@](Cc2ccccc2)(C(=O)OC)[C@H]2C(=O)N(Cc3ccccc3)C(=O)[C@@H]12,1%,-1%,2%,14%

# 3 entries from above, with bars between the fields:
canonical_smiles | ELG1 genotoxic | p53 reactivator | BRCA1 expr up | uPA generation
CC(C)(C)[C@H]1COC(=O)CC/C=C\C[C@@H](CC(=O)N[C@H](CO)Cc2ccccc2)C(=O)N1 | 2% | 0% | 8% | 1%
CCOc1ccccc1N1CCN(C(=O)c2ccc3nc(N)sc3c2)CC1 | 0% | 0% | -78%[inhibitor] | -6%
CCCCC[C@@H]1C=C(C(=O)O)[C@H](c2ccc3c(c2)OCO3)N1S(=O)(=O)c1ccc(C)cc1 | 0% | -8% | -2% | -15%

# More structures.
SMILES,ELG1 genotoxic,p53 reactivator,BRCA1 expr up,uPA generation
C[C@H](CO)N1C[C@H](C)[C@@H](CN(C)C(=O)Nc2ccc(C(F)(F)F)cc2)Oc2c(NC(=O)Nc3ccccc3)cccc2C1=O,-7%,-3%,-70%,-27%
CC(=O)Nc1ccc(S(=O)(=O)Nc2nc3ccccc3nc2Nc2ccc(C(=O)O)c(O)c2)cc1,6%,-1%,-1%,3%
C[C@@H]1CN([C@@H](C)CO)C(=O)c2cc(NC(=O)Nc3ccc(F)cc3)ccc2O[C@@H]1CN(C)Cc1ccc(Oc2ccccc2)cc1,-5%,-2%,-45%,?
Cc1ccc(C)c(NC(=O)CN2C(=O)NC(CCc3ccccc3)C2=O)c1 (configuration not stated),9%,14%,-37%,3%
O=C1N[C@@H](c2ccccc2)COC(=O)[C@H](Cc2ccc(F)cc2)CC/C=C/C[C@H]1CC(=O)N(CCO)Cc1ccccc1,-15%,14%,-23%,?
CC(=NNS(=O)(=O)c1cccc([N+](=O)[O-])c1)c1ccc(-n2ccnc2)cc1,-5%,1%,-6%,0%
c1ccc2c(C[C@@H]3CNCCN3CCCCC3CCCCC3)cccc2c1,-1%,16%,0%,-2%
COc1ccc(NS(=O)(=O)c2cc(NC(=O)c3ccccn3)ccc2OC)cc1Br,1%,-4%,-15%,20%
COc1ccccc1-c1oc2ccccc2c1C#CCO,1%,-3%,1%,5%
C#CCNCCS(=O)(=O)N(Cc1ccc(Br)cc1)[C@@H](C)C(=O)O,7%,2%,1%,2%
COc1ccc(N2CCN(C(=O)c3cccc(S(=O)(=O)N4CCc5ccccc54)c3)CC2)cc1,-5%,-10%,-42%,0%
N#Cc1ccc(C(=O)Nc2cccc(S(=O)(=O)NC3=NCCC3)c2)cc1,-1%,-5%,0%,-2%
C[C@@H]1O[C@@H](O[C@@H]2[C@@H](O)[C@H](OCCc3ccc(O)c(O)c3)O[C@H](CO)[C@H]2OC(=O)/C=C/c2ccc(O)c(O)c2)[C@H](O)[C@H](O)[C@H]1O,3%,4%,-2%,-5%
CCOc1ccc(C(=O)NCC(=O)N2CCN(Cc3ccccc3)CC2)cc1,-1%,6%,0%,4%
CC(C)(C)OC(=O)C[C@H]1C/C=C\C[C@@H](CC(=O)N[C@H](CO)Cc2ccccc2)C(=O)NC[C@@H](c2ccccc2)OC1=O,-3%,3%,-28%,-12%
O=C(/C=C/c1cccc(C(F)(F)F)c1)OCC(=O)N1CCN(c2ccccc2)CC1,0%,-3%,-27%,0%
CC(C)(C)OC(=O)C[C@@H]1C/C=C\C[C@H](CC(=O)N(CCO)Cc2ccccc2)C(=O)N[C@@H](Cc2c[nH]c3ccccc23)COC1=O,-4%,5%,-8%,3%
COc1cc(-c2noc(C)c2C(=O)NCC[C@@H]2CCCN2C)cc(OC)c1OC,2%,-6%,17%,-3%
COc1ccccc1C(=O)OCc1c(-c2ccccc2)ncc2ccccc12,-12%,-4%,-11%,-22%
Cc1cc(C(=O)OCC(=O)N(C)c2ccccc2)c2ccccc2n1,-1%,4%,-20%,?
Cc1ccccc1S(=O)(=O)N1[C@@H](c2ccc(Br)cc2)C(C(=O)O)=CC[C@H]1c1ccc(Cl)cc1,-9%,5%,8%,-6%
C=CS(=O)(=O)N(Cc1ccc(Cl)c(Cl)c1)C[C@@H](O)CO,-10%,-22%,-50%,3.5µM*
C#CCOCCOCCOCCNc1nc(N2CCN(C(=O)[C@H](CC(N)=O)n3cc([C@@H](N)CC(N)=O)nn3)CC2)nc(N2CCN(C(=O)[C@H](CC(N)=O)n3cc([C@@H](N)CC(N)=O)nn3)CC2)n1,2%,5%,8%,-4%
COc1ccc(NS(=O)(=O)c2ccc(C(=O)N3CCCCCC3)cc2)cc1,-1%,6%,-36%,-11%
CCN(CC)C(=O)[C@H]1C[C@H](CC(=O)NC/C=C(\C)CCC=C(C)C)C(=O)N2CCc3c([nH]c4cc(CCC(=O)N(C)C)ccc34)[C@]12C,-4%,5%,-58%,?

# Entries above that bear a hit mark in uPA generation.
mol	p53 reactivator	uPA generation
CCCN1C(=O)C(=O)c2cc(C)ccc21	17%	3.2µM*
C=CS(=O)(=O)N(Cc1ccc(Cl)c(Cl)c1)C[C@@H](O)CO	-22%	3.5µM*

# Additional records:
SMILES,ELG1 genotoxic,p53 reactivator,BRCA1 expr up,uPA generation
CC1(C)NC(=O)N(CCC(=O)Nc2cc(C(F)(F)F)ccc2Cl)C1=O,0%,-2%,-14%,11%
CC(C)Cn1c(N)c(C(=O)COC(=O)c2ccc(Br)cc2)c(=O)n(C)c1=O,-2%,-7%,-3%,-9%
Cn1cc(S(=O)(=O)N2CCOCC2)cc1C(=O)O,6%,-8%,-6%,0%
CN(C(=O)c1cccc(NC(=O)Cc2ccc([N+](=O)[O-])cc2)c1)C1CCCC1,-2%,-3%,-46%,-6%
Cc1ccc(S(=O)(=O)N2C[C@@H]3[C@H]4CC[C@H](C4)[C@@H]3[C@@H](C)[C@@H]2c2cn(Cc3ccccc3)c3ncccc23)cc1,0%,-6%,-47%,?
COc1ccc(S(=O)(=O)N2CCCCC2)cc1NC(=O)COC(=O)c1ccco1,2%,2%,2%,6%
COc1ccc(S(=O)(=O)N2CCOCC2)cc1NC(=O)CSc1nnc(NC2CC2)s1,-3%,-6%,-6%,-3%
Cc1nc(SCC(=O)NCC2CCCO2)nc(C)c1C (configuration not stated),2%,-3%,13%,-26%
Cc1nn(-c2ccccc2)c(C)c1C(=O)OC(C)C(=O)Nc1ccc(C(N)=O)cc1 (configuration not stated),-4%,1%,-3%,8%
COc1ccc(NC(=O)CN(C)CC(=O)N(CC(C)C)c2c(N)n(CC(C)C)c(=O)[nH]c2=O)cc1,0%,2%,-14%,14%
COc1ccc(C)cc1-n1nnnc1SC(C)C(=O)NC1CCCC1 (configuration not stated),0%,-8%,-4%,1%
COc1ccc(NC(=O)CCCc2nc3ccccc3c(=O)[nH]2)cc1Cl,6%,-3%,-11%,2%
O=C(Cn1cc(C(F)(F)F)ccc1=O)Nc1ccc2c(c1)OCCO2,-1%,-2%,-1%,-3%
C[C@H](CO)N1C[C@H](C)[C@@H](CN(C)C(=O)Nc2ccc3c(c2)OCO3)Oc2c(NS(=O)(=O)c3ccc(F)cc3)cccc2C1=O,1%,8%,-1%,7%
COc1cccc(OC)c1C(=O)OCC(=O)N1CCC(Cc2ccccc2)CC1,-2%,28%,2%,4%
CC(CCc1ccccc1)NC(=O)CCNC(=O)c1ccccc1Cl (configuration not stated),1%,-4%,18%,-9%
CC(C)(C)[C@@H]1COC(=O)[C@H](Cc2ccc(F)cc2)C/C=C\C[C@H](CC(=O)N(CCO)Cc2ccccc2)C(=O)N1,-4%,3%,-51%,?
CC1CCCC(NC(=O)COC(=O)c2ccc([N+](=O)[O-])o2)C1C (configuration not stated),2%,-4%,-8%,1%
CNc1snc(C)c1C(=O)OCC(=O)NCc1ccccc1OC,-5%,7%,-11%,-2%
Cc1ccc(S(=O)(=O)NCCNS(=O)(=O)c2ccccc2Br)cc1,0%,1%,4%,12%

# 3 compounds out of the list above, ordered by the value under uPA generation, lowest first.
Structure | uPA generation
COc1ccc(S(=O)(=O)N2CCOCC2)cc1NC(=O)CSc1nnc(NC2CC2)s1 | -3%
Cc1nn(-c2ccccc2)c(C)c1C(=O)OC(C)C(=O)Nc1ccc(C(N)=O)cc1 (configuration not stated) | 8%
CC1(C)NC(=O)N(CCC(=O)Nc2cc(C(F)(F)F)ccc2Cl)C1=O | 11%
